TWEAK-Fn14 inh: inhibitors of TWEAK-Fn14 interaction signaling; TWEAK-stimulated Fn14 reporter cells, luciferase luminescence, 8 h; inhibition, % at 10 µM; 360,000 tested, 2% active; AID 1159606; in the data active = inhibition above about 50%
KKLEB tox: counter-screen for CF NF-kB inhibitors: cytotoxicity | KKLEB CF airway cells viability, ATPlite luminescence, overnight; stronger effect = lower value; cells stimulated with P. aeruginosa culture filtrate | activity change (cytotoxicity), % at 5 µM | 360,000 tested, 0.36% active | AID 602141;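 active = corrected activity change at or below -50% at 5 µM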
COUP-TFII inh: inhibitors of human COUP-TFII (NR2F2); P24468; HEK293T NGFI-A luciferase reporter, luminescence; inhibition, % at 8.6 µM; 370,000 tested, 0.7% active; AID 686940;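 active = inhibition above a per-plate cutoff, mean inhibition of test wells between control levels plus 3 SD, cut at about 38% in these data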;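 note: cells cotransfected with COUP-TFII expression vector driving the NGFI-A reporter; 0% = median of COUP-TF2 test wells and 100% = reporter-only cells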
SRC3 inh: inhibits human SRC3 coactivator; Q9Y6Q9; HEK293 GAL4-SRC3 luciferase reporter, luminescence; inhibition, % at 3.6 µM; 360,000 tested, 0.17% active;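 active = inhibition above a per-campaign cutoff, the mean of all compounds plus 3 SD, cut at about 60% in these data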;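 note: 0% = DMSO-treated cells and 100% = gossypol-treated cells at 36 µM; higher means less SRC3-driven luciferase light from the GAL4 reporter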
TRAIL sens C8: sensitizes caspase-8 expressing cells to TRAIL; NB7+C8 cells + TRAIL, ATPlite viability luminescence; inhibition (viability loss, TRAIL sensitization), % at 10 µM; 360,000 tested, 1% active;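 active = compounds causing at least 50% loss of cell viability in the single-dose screen, relative to plate controls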
SRC2 inh: inhibits human steroid receptor coactivator 2 | 370,000 tested, 0.17% active | inhibition, % at 9 µM | AID 651957 | HEK293 GAL4-SRC2 luciferase reporter, luminescence;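 active = inhibition above the mean inhibition of all tested compounds plus 3 SD, set per campaign, cut at about 52% in these data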;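 note: 0% = DMSO treated cells and 100% = cells given Gossypol at 36 µM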
CF NFkB inh: inhibitors of cystic fibrosis induced NF-kB. 360,000 tested, 0.86% active. KKLEB NF-kB-GFP reporter, PAF-induced, GFP fluorescence overnight. inhibition, % at 5 µM;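 active = at least 50% inhibition at 5 µM, scaled per plate between neutral and stimulator controls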;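 note: PAF is a Pseudomonas aeruginosa culture filtrate used as stimulus; plate controls were PAF-stimulated DMSO wells for no effect and unstimulated DMSO wells for full effect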
LRH-1 inv ag: suppresses constitutive activity of human LRH-1; AID 602396; 360,000 tested, 0.13% active; O00482; HEK293T StAR-luciferase reporter, LRH-1 transfected, 24 h; inhibition, % at 3.6 µM;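 active = inhibition above the mean inhibition of all tested compounds plus 3 SD, cut at about 73% in these data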;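 note: 0% = DMSO wells and 100% = reporter-only cells lacking LRH-1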
SRC1 inh: inhibits human SRC1 coactivator. Q15788. HEK293 GAL4-SRC1 luciferase reporter, luminescence. inhibition, % at 3.6 µM. 360,000 tested, 0.12% active. AID 588354;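 active = inhibition above the campaign mean plus 3 SD, with each screening campaign given its own cutoff, cut at about 60% in these data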;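 note: 0% = DMSO treated cells and 100% = gossypol at 36 µM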
Target sequence (Q15788 whole entry, looked up, the tested form may be a part): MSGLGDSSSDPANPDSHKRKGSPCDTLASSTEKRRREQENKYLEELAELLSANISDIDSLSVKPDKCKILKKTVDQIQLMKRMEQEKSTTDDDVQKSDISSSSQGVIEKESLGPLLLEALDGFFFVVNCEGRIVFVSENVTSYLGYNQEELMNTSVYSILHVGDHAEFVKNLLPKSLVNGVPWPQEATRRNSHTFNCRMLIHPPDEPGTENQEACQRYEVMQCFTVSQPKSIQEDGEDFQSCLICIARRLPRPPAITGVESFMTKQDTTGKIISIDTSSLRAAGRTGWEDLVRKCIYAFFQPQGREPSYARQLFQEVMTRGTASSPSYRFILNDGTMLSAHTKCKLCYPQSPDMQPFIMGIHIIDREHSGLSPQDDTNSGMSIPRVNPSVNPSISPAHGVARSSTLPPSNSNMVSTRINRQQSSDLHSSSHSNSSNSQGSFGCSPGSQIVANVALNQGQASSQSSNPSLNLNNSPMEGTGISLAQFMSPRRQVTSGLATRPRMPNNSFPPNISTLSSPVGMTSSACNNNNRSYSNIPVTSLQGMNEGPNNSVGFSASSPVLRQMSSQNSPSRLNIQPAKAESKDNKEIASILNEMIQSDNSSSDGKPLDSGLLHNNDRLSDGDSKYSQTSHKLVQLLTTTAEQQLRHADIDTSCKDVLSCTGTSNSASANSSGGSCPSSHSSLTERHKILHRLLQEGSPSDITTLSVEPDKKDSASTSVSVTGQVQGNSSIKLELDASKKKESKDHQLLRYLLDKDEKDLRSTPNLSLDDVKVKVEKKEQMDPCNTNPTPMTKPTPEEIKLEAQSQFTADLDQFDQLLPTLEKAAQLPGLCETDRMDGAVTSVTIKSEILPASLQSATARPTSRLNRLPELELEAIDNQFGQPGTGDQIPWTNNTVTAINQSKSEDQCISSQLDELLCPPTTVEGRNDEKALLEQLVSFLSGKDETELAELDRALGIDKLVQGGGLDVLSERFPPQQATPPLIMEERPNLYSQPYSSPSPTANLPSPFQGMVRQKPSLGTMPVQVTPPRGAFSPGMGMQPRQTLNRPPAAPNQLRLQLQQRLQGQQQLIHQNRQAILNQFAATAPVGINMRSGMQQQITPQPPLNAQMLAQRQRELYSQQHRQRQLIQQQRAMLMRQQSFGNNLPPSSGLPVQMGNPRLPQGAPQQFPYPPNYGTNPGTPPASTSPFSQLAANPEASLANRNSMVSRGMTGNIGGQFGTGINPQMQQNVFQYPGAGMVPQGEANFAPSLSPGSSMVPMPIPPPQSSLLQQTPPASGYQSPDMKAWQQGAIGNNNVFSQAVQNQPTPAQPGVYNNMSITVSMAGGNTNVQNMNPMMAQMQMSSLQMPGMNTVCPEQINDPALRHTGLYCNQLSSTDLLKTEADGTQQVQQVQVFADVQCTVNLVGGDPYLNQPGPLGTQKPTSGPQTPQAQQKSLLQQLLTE
TROY NFkB inh: blocks TROY-dependent signaling in reporter cells. inhibition, % at 10 µM. 360,000 tested, 0.98% active. Q293 LMP1-TROYcd NF-kB luciferase reporter, 4 h;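 active = compounds whose plate-normalised and pattern-corrected inhibition of the luciferase reporter signal at the single screening dose is 50% or more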
EBV LMP1 NFkB: reduces LMP1-driven NF-kappaB luciferase signal; LMP1-induced NF-kappaB luciferase reporter cells, luminescence; AID 504558; 350,000 tested, 0.69% active; inhibition, % at 12.5 µM; in the data active = inhibition above about 41%;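 note: 0% = neutral control wells and 100% = reference inhibitor control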
Active calls of the source: *; . = no result given; & = joins results of further samples.

SMILES	TWEAK-Fn14 inh	KKLEB tox	COUP-TFII inh	SRC3 inh	TRAIL sens C8	SRC2 inh	CF NFkB inh	LRH-1 inv ag	SRC1 inh	TROY NFkB inh	EBV LMP1 NFkB
CSCCC(c1nnnn1C1CCCCC1)N1CCC2(CC1)C(=O)NCN2c1ccccc1 (stereo unspecified)	23	-19	4	19	-7	8	-21	6	11	9	.
CCCCC(CC)CNCC(O)c1ccccc1 (stereo unspecified)	-15	-6	0	7	0	14	-22	14	12	-9	9
CSc1ncc(/C=C2/C(=O)NC(=O)N(C3CCCCC3)C2=O)cn1	1	-7	-5	-12	4	-28	-2	9	-24	0	1
CCOP(=O)(OCC)c1ccc(OP(=O)(c2cccc([N+](=O)[O-])c2)c2cccc([N+](=O)[O-])c2)cc1	20	-2	2	-1	5	3	4	16	-16	0	-3
COc1ccc(N=Cc2c(O)n(Cc3ccccc3)c(=S)[nH]c2=O)c(OC)c1	-28	-50	5	9	7	-43	30	-11	5	-36	-5
CNC(=O)O/N=C/c1nn(C(=O)C(C)(C)C)cc1Br	1	-1	-5	5	24	10	-7	-6	-10	4	7
CSc1ccccc1C(=O)C1CCCN(Cc2ccncc2)C1 (stereo unspecified)	-10	8	-6	11	-5	9	-13	17	-15	-1	3
Cc1nc2ccccc2c(=O)n1-c1cc(F)ccc1F	5	0	-6	13	6	9	-34	17	-3	6	5
CCCCCn1c(=O)c(C(=O)NCc2ccccc2)c(O)c2ccccc21	-8	-2	7	0	1	-18	12	9	-22	21	3
Cc1nn(Cc2ccccc2Cl)c(Cl)c1C(=O)OC(C(=O)NC(N)=O)C(C)C (stereo unspecified)	-15	-2	-4	8	4	-40	-9	-1	-11	12	5
CCCCCn1c(=O)c(C(=O)Nc2ncccc2C)c(O)c2ccccc21	6	-12	11	4	19	-9	4	-13	3	30	12
O=C(C1c2ccccc2C(=O)N2CCc3ccccc3C12)N1CCC2(CC1)OCCO2 (stereo unspecified)	3	4	-6	21	-1	-13	-8	9	17	-16	-1
Cc1ccccc1-n1c(O)c(C(c2ccncc2)c2c(O)n(-c3ccccc3C)c(=O)[nH]c2=O)c(=O)[nH]c1=O	-1&10	1&2	12&-11	6&14	-8&-14	-14&-26	-8&-4	2&-42	-2&14	-5&4	-6&-4
CNC(=O)Oc1ccc(-c2cn3cc(Cl)ccc3n2)cc1	6	-16	-76	-121	84*	-49	3	-133	-112	-13	-6
Cc1cc(N2CCCC2)ccc1C=C(C#N)C#N	-1	-12	5	2	-4	-8	-24	-1	0	-18	6
CC1(C)N(O)C2CCCCC2N1O (stereo unspecified)	-5	0	16	5	-9	-4	-4	0	-30	1	6
Cc1cc(/C=C2/C(=O)NC(=O)N(c3ccccc3)C2=O)c(C)n1-c1ccc(F)cc1	-14	9	5	-6	1	-10	-4	-10	-29	7	-6
Cc1ccc(NC(=O)c2ncn(CCCNCCN3CCOCC3)n2)cc1C	70*	10	-8	20	7	-19	-16	1	1	-1	-1
COC(=O)C(O)(c1ccc(N=Cc2ccccc2O)c(C)c1)C(F)(F)F (stereo unspecified)	16	13	-13	4	4	-2	-11	13	-9	2	2
COC(=O)C1=C(c2cccc(OCc3ccccc3)c2)C[C@@H]2CC[C@H]1N2C(=O)NCc1ccc(C(C)(C)C)cc1	13	-14	15	1	-6	-18	14	11	-3	8	8
CCCNC(=O)Cn1cnc2sc(C(=O)N3CCC4(CC3)OCCO4)c(C)c2c1=O	-3	11	3	7	-4	10	-22	4	-3	-4	-1
CC(NCc1ccccc1Cl)C(O)c1ccccc1 (stereo unspecified)	-17	-1	-24	-16	8	-22	-8	-2	-14	-24	-4
O=C(Nc1ccc(F)cc1)N1Cc2ccccc2-n2nncc2C1	12	3	-20	-12	6	21	8	-16	-3	0	9
OC1/C(=C/c2ccc(Cl)cc2Cl)N2CCC1CC2 (stereo unspecified)	8	-4	-16	13	0	-1	10	-8	-5	-4	-4
Cc1cccc(C)c1-n1nnnc1C(c1cccc2ccccc12)N1CCC2(CC1)C(=O)NCN2c1ccccc1 (stereo unspecified)	9	-25	-5	6	8	0	25	1	-13	-9	.
Cc1ccccc1N1C(=O)NC(=O)/C(=C\c2cc(Br)c(N3CCOCC3)o2)C1=O	6	-14	0	9	-12	2	44	22	-6	4	-13
CC1(O)CCC2C3CCC4=CC(=O)CCC4=C3C=CC21C (stereo unspecified)	17	0	0	-15	-8	-6	16	19	-14	13	-8
CC(=NCc1ccco1)c1c(O)n(-c2ccccc2)c(=O)[nH]c1=O	-12	2	-3	11	-4	-16	-18	-9	6	-12	-2
CN(C)CC1CSCCC1(O)c1ccccc1Cl (stereo unspecified)	-4	1	7	8	30	-1	4	1	7	19	-3
COc1ccc(/C=C/C(=O)NC(=S)N2C[C@H]3C[C@H](C2)c2cccc(=O)n2C3)cc1	1	-9	3	0	-26	-14	4	-12	-8	-9	-8
COc1ccc(C(=O)CC(c2ccc3c(c2)OCO3)c2c(O)c3ccccc3oc2=O)cc1OC (stereo unspecified)	-21	-4	8	-7	-14	-27	1	-12	-27	-22	2
CN1CCC(N(C)Cc2cccnc2)CC1	8	3	7	-3	0	0	12	6	-1	7	3
Cc1ccc(N)c(C(=O)c2ccc(Br)cc2)c1	7	-3	4	-3	-1	-6	-8	8	-7	-12	-4
Nc1ccc(S(=O)(=O)N2CC3CC(C2)c2cccc(=O)n2C3)cc1 (stereo unspecified)	-6	0	-7	14	-1	10	-11	-3	-2	2	-4
C[C@]12CCC3C(CC[C@H]4C[C@@H](O)CC[C@]34C)C1C[C@@H](O)[C@H]2O (stereo partly specified)	-16	-17	-7	10	-8	0	20	12	3	-10	7
COc1ccc(-n2c(/C=C/c3ccc(O)c(OC)c3)nc3ccccc3c2=O)cc1	41	-27	-7	4	21	-9	33	20	17	8	-2
CCc1ccc(NP(=O)(Oc2ccccc2F)Oc2ccccc2F)cc1	2	0	1	1	10	-31	-12	14	5	41	1
C[C@H]1OC[C@@H](C[N+](C)(C)C)O1	8	0	4	-3	2	16	13	-20	3	-37	5
ClC1C(Cl)C(Cl)C(Cl)C(Cl)C1Cl (stereo unspecified)	-6&-2	-7&-2	-26&0	-10&8	2&-8	22&2	6&18	-2&-8	0&10	0&-7	6&5
CCOC(=O)c1ccccc1NC(=O)c1c(O)[nH]c(=O)[nH]c1=O	0	-8	2	8	-8	6	11	-3	-2	-13	4
ClCCN1CCN(c2ccnc3cc(Cl)ccc23)CC1	-1	8	13	1	0	20	-28	1	0	-2	3
COc1ccc(CN2C(=O)NC(=O)/C(=C\c3ccco3)C2=O)cc1	20	-13	-22	-2	-6	-5	23	1	-54	15	2
NC(Cc1ccccc1)c1nc2ccccc2[nH]1 (stereo unspecified)	5	-5	-12	-30	-9	-34	13	-31	-17	-12	-9
COc1ccc(CNCCc2ccc(Cl)cc2Cl)cc1	3	3	-9	13	-12	-37	-4	14	13	2	6
CCOc1cc(C2NCc3ccccc3-n3cccc32)ccc1O (stereo unspecified)	10	5	1	11	-5	-22	10	25	4	17	-13
O=C(c1ccc(N2CC3CC(C2)c2cccc(=O)n2C3)c([N+](=O)[O-])c1)N1CCCC1 (stereo unspecified)	-8	4	7	5	-71	-56	-24	-15	-15	-3	1
CCCc1c(C)nc(-c2ccc(C)cc2)nc1OC(=O)N(C)C	-6	-3	-6	1	5	9	-9	12	18	-6	-14
Cc1ccc2c(c1)C1CN(C)CCC1N2C(=O)Nc1cccc(C(F)(F)F)c1 (stereo unspecified)	8	-8	-25	7	6	10	-1	16	-6	-6	-13
COC(=O)C(NC(=S)N1CC2C[C@@H](C1)Cn1c2cccc1=O)C(C)C (stereo partly specified)	13	-2	-5	-26	-7	11	-17	3	-47	-14	10
CCc1cc(=O)oc2cc(OCC(=O)N3C[C@H]4C[C@@H](C3)c3cccc(=O)n3C4)c(Cl)cc12	-6	0	21	1	-1	-23	16	-10	-9	-6	-4
Cc1cccc(N2C(=O)NC(=O)/C(=C\c3cc(C)n(-c4sc5c(c4C#N)CCCC5)c3C)C2=O)c1C	18	-24	15	-12	2	17	14	-10	3	-5	4
C=Cn1ccnc1P(=S)(c1c(C)nn(-c2ccccc2)c1C)c1nccn1C=C	21	-5	1	11	-3	2	9	-9	-13	-4	2
C=C[C@@H]1C[C@@]1(C)[C@@H](NP(=O)(c1ccccc1)c1ccccc1)c1ccccc1	-1	4	12	3	1	1	-2	14	-12	-8	3
COc1ccc(CC(=O)C2C(=O)N(C)c3ccccc32)cc1OC (stereo unspecified)	7	-6	-2	-3	1	0	-2	-11	-10	-6	1
O=C(CCCn1c(=O)[nH]c2cc(Cl)ccc2c1=O)N1CCC2(CC1)OCCO2	3	-4	-32	19	12	3	-5	-22	-8	7	-7
CCC(CC)N1CCN(Cc2nc3ccccc3c(=O)n2-c2ccc(F)cc2)CC1	-1	-13	12	-10	6	15	14	13	-5	-3	3
O=C(CN1CCCC1)Nc1ccc(Cl)cc1C(=O)c1ccccc1	20	6	-16	13	-1	-15	-4	1	-3	6	8
CC(=O)OC1(Cc2ccccc2)CN2CCC1c1ccccc12 (stereo unspecified)	1	-21	14	-13	5	8	2	15	16	4	3
O=C1NC(=O)C(=Cc2coc3ccc(O)cc3c2=O)C(=O)N1	8	9	3	-7	-10	5	4	-4	8	22	6
COc1cc2[nH]c(=O)n(-c3ccccc3)c(=O)c2cc1OC	-13	-8	-9	7	-6	-4	-3	17	7	2	-6

Profiles, looked up by structure. Order of values: TWEAK-Fn14 inh, KKLEB tox, COUP-TFII inh, SRC3 inh, TRAIL sens C8, SRC2 inh, CF NFkB inh, LRH-1 inv ag, SRC1 inh, TROY NFkB inh, EBV LMP1 NFkB
Profile of NC(Cc1ccccc1)c1nc2ccccc2[nH]1 (stereo unspecified) = 5, -5, -12, -30, -9, -34, 13, -31, -17, -12, -9
Profile of O=C(CN1CCCC1)Nc1ccc(Cl)cc1C(=O)c1ccccc1 = 20, 6, -16, 13, -1, -15, -4, 1, -3, 6, 8
Profile of CCc1cc(=O)oc2cc(OCC(=O)N3C[C@H]4C[C@@H](C3)c3cccc(=O)n3C4)c(Cl)cc12 = -6, 0, 21, 1, -1, -23, 16, -10, -9, -6, -4

Further results:
SMILES	TWEAK-Fn14 inh	KKLEB tox	COUP-TFII inh	SRC3 inh	TRAIL sens C8	SRC2 inh	CF NFkB inh	LRH-1 inv ag	SRC1 inh	TROY NFkB inh	EBV LMP1 NFkB
O=c1c2ccccc2[nH]c(=S)n1-c1ccc2c(c1)OCCO2	-6	2	-30	-45	6	-57	3	-47	-50	-44	-3
CCOC(=O)c1sc(/N=C/c2c(O)n(-c3ccccc3)c(=O)[nH]c2=O)c(C#N)c1C	-1	-3	-7	6	-12	-59	3	7	-9	6	0
CCOC(=O)c1c(C)[nH]c(C(=O)C(C)N2CCCC2)c1C (stereo unspecified)	-7	-11	0	-4	7	11	11	10	-33	-18	-3
CCc1ccc(OCC(=O)N2CCN(CC(=O)Nc3ccccc3Cl)CC2)cc1	-23	-3	28	0	11	-3	-1	6	9	0	3
CCOC(=O)c1[nH]ncc1CN1CCCC(C(=O)c2cccc(Cl)c2)C1 (stereo unspecified)	-3	4	18	9	10	27	2	5	3	-9	4
CC1(C)Cc2c(sc3c2C(=O)NC(c2cccnc2)N3)CO1 (stereo unspecified)	0	-11	-18	-3	11	-15	-9	7	-19	-32	-9

Screening results deposited in PubChem BioAssay by several laboratories.

An excerpt; rates above refer to the full screens.
